Screening results: PubChem, National Center for Advancing Translational Sciences (NCATS)
KB-V1 MDR tox: kills drug-selected multidrug resistant KB-V1 cells; KB-V1 MDR cells viability, CellTiter-Glo, 72 h; 400,000 tested, 3.4% active; AID 1347076; Potency, µM (series often up to 46.1 µM), for the others: top-dose activity change, negative = cytotoxicity, most hits filed as cytotoxic; note: % is set by controls: 0 for no effect and ±100 for the full control effect; nearly all actives have a fitted effect of over 60% in size
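Cytotoxicity via CellTiter-Glo luminescence after 72 h compound exposure at 37 degrees C. Cells: drug-selected KB-V1 line, DMEM phenol-red free plus 10% FBS. Compounds tested at multiple concentrations; normalized data fitted to concentration-effect curves.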
HT1080 IDH1KD tx: HT-1080 IDH1 knockdown cell toxicity (counter line). HT-1080 IDH1 knockdown viability, ATP luminescence, 48 h. 360,000 tested, 2% active. Potency, µM (highest dose often 46.1 µM), inactives show at the highest dose activity, negative = toxicity, most hits filed as cytotoxic;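 note: 0% = DMSO wells and -100% = cell-free medium wells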
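HT-1080-IDH1KD cells (IDH1 knocked down), 750/well in RPMI with 5% FBS, treated with compound 48 h at 37 degrees C. Viability by CellTiter-Glo luminescence, normalised to DMSO and no-cell wells; concentration-response curves classed.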
HT1080-NT tox: kills 2HG-producing HT-1080-NT fibrosarcoma cells | HT-1080-NT fibrosarcoma viability, CellTiter-Glo ATP luminescence, 48 h | Potency, µM (doses to about 46.1 µM), inactives show at the highest dose activity, negative = less viability, hits mostly cytotoxic | 360,000 tested, 1.6% active | AID 686970;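 note: NT is the 2HG producing partner of a matched IDH1 knockdown line; 0% = DMSO-treated cells and -100% = media-only wells without cells; nearly all actives have a fitted effect of over 55% in size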
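HT-1080-NT; 750 cells/well; 5% FBS RPMI; 48 h compound, 37 degrees C; CellTiter-Glo luminescence; curve fitting and curve-class assignment.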
TDP-43 yeast inh: rescues yeast growth from TDP-43 toxicity; TDP-43 expressing yeast growth rescue, BacTiter-Glo, 24 h; Potency, µM (doses to about 46.1 µM), for the others: at the highest dose growth rescue (activation), actives largely listed as activators; 410,000 tested, 1.8% active; note: % of control where 0% means no effect; nearly all actives have a fitted effect of over 50% in size
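Cell-based yeast growth screen: TDP-43 expression induced in galactose, inoculum OD600=0.02 after raffinose pregrowth to mid-log. Read-out BacTiter-Glo luminescence at 24 hr, 30 deg C; inhibition of toxicity seen as signal increase.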
KB-3-1 tox: KB-3-1 parental cell cytotoxicity | KB-3-1 viability, CellTiter-Glo ATP luminescence, 72 h | Potency, µM (titrated, usually from 46.1 µM), for the others: at the top dose activity change, negative = cytotoxic, hits mostly cytotoxic | 400,000 tested, 1.4% active; note: % is set by controls: 0 for no effect and ±100 for the full control effect; nearly all actives have a fitted effect of over 60% in size
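Viability of parental KB-3-1 cells, measured by CellTiter-Glo luminescence, followed a 72 h incubation at 37 °C with pinned compounds in phenol-red-free DMEM containing 10% FBS.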
GLP1R inv ag: acts as inverse agonist at human GLP-1 receptor; P43220; HEK293 GLP-1R CRE-luciferase, luminescence, 24 h; GLP-1R form is constitutively active; Potency, µM (top dose mostly 38.3 µM), for the others: top-dose activity change, negative = inhibition, usual class: inhibitors; 410,000 tested, 1.6% active; AID 624417; note: % is set by controls: 0 for no effect and ±100 for the full control effect; nearly all actives have a fitted effect of over 55% in size
Target sequence (P43220 whole entry, looked up): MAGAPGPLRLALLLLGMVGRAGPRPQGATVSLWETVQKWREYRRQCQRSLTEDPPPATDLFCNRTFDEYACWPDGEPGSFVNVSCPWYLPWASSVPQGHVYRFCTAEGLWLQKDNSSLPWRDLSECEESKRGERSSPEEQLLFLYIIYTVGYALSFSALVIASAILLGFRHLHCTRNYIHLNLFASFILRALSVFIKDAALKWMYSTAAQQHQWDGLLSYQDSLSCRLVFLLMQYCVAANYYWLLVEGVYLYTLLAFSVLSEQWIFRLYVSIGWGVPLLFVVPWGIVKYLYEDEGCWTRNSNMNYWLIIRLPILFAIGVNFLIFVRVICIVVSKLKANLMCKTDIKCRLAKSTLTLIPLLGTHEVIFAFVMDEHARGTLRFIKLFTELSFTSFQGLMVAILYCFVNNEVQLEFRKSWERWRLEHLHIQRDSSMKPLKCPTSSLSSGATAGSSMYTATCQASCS
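Assay principle: reduced luminescence from a cAMP-responsive reporter in HEK293 cells co-expressing a constitutively active GLP-1R. Conditions: 24 hr compound incubation, 37 deg C, 5% CO2.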
GLP1R cytotox: cytotoxicity in counter-screen for GLP-1R inverse agonists; Potency, µM (series often up to 38.3 µM), for the others: at the top dose activity change, negative = inhibition, usual class: inhibitors; HEK293 cAMP-luciferase reporter cells, luminescence, 24 h; 410,000 tested, 0.13% active;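 note: loss of luciferase light is scored as toxicity; % is set by controls: 0 for no effect and ±100 for the full control effect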
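Luminescence readout: signal drop marks cytotoxicity. Plated cells grew 12 h at 37 °C, 5% CO2, received 23 nL compound for 24 h, then got luciferase reagent, read after 12 min at RT.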
GLP-1R agonist: GLP-1 receptor (human) agonism; HEK293 GLP-1R CRE-luciferase, luminescence, 4-6 h; cells express a hypersensitive GLP-1R form; Potency, µM (series often up to 45.6 µM), for inactives: top-dose activation, hits mostly activators; 380,000 tested, 0.007% active; AID 624172; note: % of control where 0% means no effect
SW480 rereplic: DNA re-replication induction in SW480 cells; AID 624297; 340,000 tested, 1.8% active; Potency, µM (top dose mostly 46.1 µM), for the others: top-dose re-replication activation, most hits filed as activators; SW480 DNA re-replication, Hoechst DNA content imaging, 48 h; note: % of control where 0% means no effect; nearly all actives have a fitted effect of over 55% in size
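SW480 cells exposed to compounds for 48 hr at 37 C, 5% CO2, then Hoechst-stained 40 min. Nuclear DNA content imaged by fluorescence scanning (405 nm excitation, 500-530 nm emission); re-replication scored as increased high-intensity nuclei.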
Active calls of the source: *; ? = inconclusive; nt = no result given; [ ] = dose if it differs, or a comment. Calls come from the whole dose curve; as a rule, active = well fitted curve in the direction sought with a large enough effect; inconclusive = small, poorly fitted or top-dose-only effect, or another doubt; inactive = no such curve, though single readings can be large; an effect the other way counts as inactive or inconclusive. Potency is the fitted concentration of half-maximal effect.

[1] CC(C)(C)C1CCC(C(=O)Nc2cccnc2)CC1 (stereo not given)
[2] COc1cc(C(=S)N2CCCC2)ccc1OC(=O)c1ccc(Cl)cc1[N+](=O)[O-]
[3] Cc1nnc(SC(C)C(=O)Nc2nccs2)s1 (stereo not given)
[4] CCCCN(Cc1ccccc1)C(=O)CN(C)S(=O)(=O)c1ccc2c(c1)c(=O)n(C)c(=O)n2C
[5] CCOc1ccc(OCCn2ccnc2)cc1
[6] CNCC(O)Cn1c(C(F)(F)F)nc2ccccc21 (stereo not given)
[7] CSc1ccc(CN2CCC(C)(Oc3cnc(Cl)c4ccccc34)C2)cc1 (stereo not given)
[8] CC(=O)N(c1cccc(C)c1)C1SC(=O)N(c2ccccc2)C1=O (stereo not given)
[9] COc1ccc2[nH]c3c(NCCC4=CCCCC4)ncnc3c2c1
[10] O=C(Cc1ccccc1)N/N=C/c1cc(Br)cc(Cl)c1O
entry no.	1	2	3	4	5	6	7	8	9	10
KB-V1 MDR tox	9%	-3%	20%	-22%	-17%	4%	-9%	24%	9.2µM*	-14%
HT1080 IDH1KD tx	?	8%	-1%	nt	6%	9%	-3%	4%	16µM*	?
HT1080-NT tox	-9%	16%	2%	nt	6%	2%	-7%	5%	29µM*	?
TDP-43 yeast inh	nt	17%	13%	8%	7%	-1%	?	?	5%	14%
KB-3-1 tox	-4%	1%	0%	-5%	7%	-2%	0%	12%	3.7µM*	?
GLP1R inv ag	?	?	33%[activator]	14%	6%	16%	-14%	11%	5µM*	?
GLP1R cytotox	-13%	-5%	5%	1%	1%	9%	3%	-3%	?	?
GLP-1R agonist	8%	3%	0%	4%	-3%	1%	3%	-15%	7%	5%
SW480 rereplic	-5%	11%	-52%[inhibitor]	nt	12%	3%	nt	-7%	?	?

[11] N#CC1=C(N)Oc2ccc3ccc(O)cc3c2C1c1ccsc1 (stereo not given)
[12] CCOc1cc(/C=C2\C(=N)N3N=C(S(=O)(=O)CC)SC3=NC2=O)ccc1OC(=O)c1ccco1
[13] COC(=O)C1CCN(S(=O)(=O)c2ccc(Br)s2)CC1
[14] CCCCNC(=O)c1onc(CSc2ccc(Cl)cc2)c1C(=O)NCCCC
[15] Cc1noc(C)c1NC(=O)N(C)C[C@H]1Oc2ccc(NC(=O)Nc3ccc(C(F)(F)F)cc3)cc2C(=O)N([C@H](C)CO)C[C@@H]1C
[16] COc1ccc(OCc2ccc(C(=O)O)cc2)cc1
[17] Cc1ccc(CCNC(=O)c2cc3sccc3n2Cc2ccc(C)cc2)cc1
[18] Oc1ccccc1C=NC1=NN(c2cccc(C(F)(F)F)c2)CC1
[19] CN(C)CC(O)COC(c1ccc(Cl)cc1)c1ccc(Cl)cc1 (stereo not given)
[20] Cc1ccc(C(=O)NC(=S)Nc2ccc(NC(=O)c3cccc(Cl)c3)cc2)cc1
entry no.	11	12	13	14	15	16	17	18	19	20
KB-V1 MDR tox	-22%	0%	-29%	-3%	0%	21%	-9%	-13%	0%	-8%
HT1080 IDH1KD tx	?	6%	25%	-1%	6%	0%	nt	-10%	?	26µM*
HT1080-NT tox	?	14%	2%	-11%	16%	-8%	nt	-15%	21µM*	?
TDP-43 yeast inh	2%	20%	26%	8%	3%	14µM*	18%	3%	-17%[0.397 µM]	7%
KB-3-1 tox	-11%	4%	19%	0%	19%	-3%	21%	-5%	-4%	5%
GLP1R inv ag	-8%	-16%	5%	?	14%	?	?	-4%	?	3%
GLP1R cytotox	0%	4%	-3%	-11%	-15%	2%	-6%	6%	?	0%
GLP-1R agonist	8%	-4%	-2%	24%	7%	-2%	-1%	-8%	9%	1%
SW480 rereplic	18%	-7%	1%	9%	-5%	5%	nt	?	9%	nt

Continued, overlapping the part above by 2 compounds.
[19] CN(C)CC(O)COC(c1ccc(Cl)cc1)c1ccc(Cl)cc1 (stereo not given)
[20] Cc1ccc(C(=O)NC(=S)Nc2ccc(NC(=O)c3cccc(Cl)c3)cc2)cc1
[21] CC(C)(C)c1ccc(C2(C)NC(=O)N(CC(=O)NC3CCS(=O)(=O)C3)C2=O)cc1 (stereo not given)
[22] CS(=O)(=O)N1Cc2ccccc2CC1C(=O)OCC(=O)NCc1ccccc1 (stereo not given)
[23] Cc1nn(CCC(=O)NNC(=S)NCC(C)C)c(C)c1Br
[24] CCOc1ccccc1C(=O)Nc1cnn(Cc2ccc(F)cc2)c1
[25] CSc1nc2n(n1)C(c1ccccn1)C1=C(CC(C)(C)CC1=O)N2 (stereo not given)
[26] O=C(COC(=O)C1CC2CCCC(C1)C2=O)Nc1ccc(Cl)cn1 (stereo not given)
[27] Cc1cccc([N+](=O)[O-])c1NC(=O)COC(=O)c1nc2nccc(C)n2n1
[28] CCN(CC)CCN1C(=O)C(=O)/C(=C(/O)c2ccc(OC(C)C)cc2)C1c1ccncc1 (stereo not given)
[29] CC1=C(C(=O)NC2CC(C)(C)Cc3c2cnn3-c2ccc(C)cc2)OCCO1 (stereo not given)
[30] O=C1CC(c2ccco2)CC(O)=C1C=Nc1cc(Cl)ccc1O (stereo not given)
entry no.	19	20	21	22	23	24	25	26	27	28	29	30
KB-V1 MDR tox	0%	-8%	-2%	nt	-6%	?	2%	?	25%	16%	-15%	0%
HT1080 IDH1KD tx	?	26µM*	-6%	10%	1.3µM*	-11%	4%	6%	4%	12%	-13%	-27%
HT1080-NT tox	21µM*	?	-3%	5%	1.1µM*	-1%	4%	16%	8%	16%	-4%	-1%
TDP-43 yeast inh	-17%[0.397 µM]	7%	-2%	8%	-4%	?	-25%	-5%	9%	5%	?	-11%
KB-3-1 tox	-4%	5%	-3%	nt	-23%	-1%	10%	4%	2%	11%	-6%	-10%
GLP1R inv ag	?	3%	6%	8%	?	-24%	0%	7%	-6%	16%	-19%	?
GLP1R cytotox	?	0%	21%	-26%	?	3%	1%	-15%	-8%	6%	-2%	-1%
GLP-1R agonist	9%	1%	-27%	-13%	-5%	22%	4%	0%	-6%	-4%	1%	-4%
SW480 rereplic	9%	nt	2%	-5%	3.7µM*	-4%	-6%	-15%	12%	0%	9%	-1%

Copied from above for reference:
[19] CN(C)CC(O)COC(c1ccc(Cl)cc1)c1ccc(Cl)cc1 (stereo not given)
[20] Cc1ccc(C(=O)NC(=S)Nc2ccc(NC(=O)c3cccc(Cl)c3)cc2)cc1
[21] CC(C)(C)c1ccc(C2(C)NC(=O)N(CC(=O)NC3CCS(=O)(=O)C3)C2=O)cc1 (stereo not given)
[22] CS(=O)(=O)N1Cc2ccccc2CC1C(=O)OCC(=O)NCc1ccccc1 (stereo not given)
[23] Cc1nn(CCC(=O)NNC(=S)NCC(C)C)c(C)c1Br
[24] CCOc1ccccc1C(=O)Nc1cnn(Cc2ccc(F)cc2)c1
[25] CSc1nc2n(n1)C(c1ccccn1)C1=C(CC(C)(C)CC1=O)N2 (stereo not given)
[26] O=C(COC(=O)C1CC2CCCC(C1)C2=O)Nc1ccc(Cl)cn1 (stereo not given)
entry no.	19	20	21	22	23	24	25	26
KB-V1 MDR tox	0%	-8%	-2%	nt	-6%	?	2%	?
HT1080 IDH1KD tx	?	26µM*	-6%	10%	1.3µM*	-11%	4%	6%
HT1080-NT tox	21µM*	?	-3%	5%	1.1µM*	-1%	4%	16%
TDP-43 yeast inh	-17%[0.397 µM]	7%	-2%	8%	-4%	?	-25%	-5%
KB-3-1 tox	-4%	5%	-3%	nt	-23%	-1%	10%	4%
GLP1R inv ag	?	3%	6%	8%	?	-24%	0%	7%
GLP1R cytotox	?	0%	21%	-26%	?	3%	1%	-15%
GLP-1R agonist	9%	1%	-27%	-13%	-5%	22%	4%	0%
SW480 rereplic	9%	nt	2%	-5%	3.7µM*	-4%	-6%	-15%

New compounds follow
[31] COc1cc(C(=O)NCCN2C(=O)S/C(=C\c3ccc(F)cc3)C2=O)ccc1OCC(=O)N1CCOCC1
[32] O=C(Cn1nnc2ccccc2c1=O)N[C@H](C(=O)O)c1ccccc1
[33] Cc1ccc(S(=O)(=O)N(Cc2n[nH]c(=S)n2-c2ccccc2)c2cccc(Cl)c2)cc1
[34] O=C(OCC1CCCO1)c1ccc2c(c1)N(Cc1ccc(F)cc1)C(=O)c1ccccc1S2(=O)=O (stereo not given)
[35] COc1cc(OC)nc(Oc2ccccc2C(=O)Oc2cccc(C)c2)n1
[36] CN(C(=O)COC(=O)C1c2ccccc2Oc2ccccc21)C1CCS(=O)(=O)C1 (stereo not given)
[37] Cc1cc(C)nc(SCc2nnc(SCC(=O)N3CCCc4ccccc43)n2C)n1
[38] CN1CCCC(OC(=O)c2ccc(C#N)cc2)C1 (stereo not given)
[39] Cc1ccc(C)c(S(=O)(=O)Nc2nc(C)c(C(=O)Nc3ccccc3)s2)c1
entry no.	31	32	33	34	35	36	37	38	39
KB-V1 MDR tox	32%	-4%	-14%	16%	-26%	?	0%	-1%	?
HT1080 IDH1KD tx	14%	6%	-10%	nt	-13%	21%	12%	-7%	-7%
HT1080-NT tox	?	5%	0%	nt	-10%	15%	10%	0%	-5%
TDP-43 yeast inh	-8%	4%	12%	18%	-17%	10%	-11%	3%	?
KB-3-1 tox	16%	5%	-12%	5%	0%	6%	-1%	0%	-6%
GLP1R inv ag	3%	5%	9%	-28%	?	1%	-18%	2%	1%
GLP1R cytotox	3%	-5%	-5%	-7%	2%	-4%	-27%	1%	2%
GLP-1R agonist	-3%	-1%	12%	nt	5%	-5%	6%	10%	4%
SW480 rereplic	-3%	4%	5%	nt	-9%	-6%	-6%	-10%	16%
